AmpC no deterg = AmpC beta-lactamase inhibition without detergent; AmpC nitrocefin hydrolysis, absorbance 480 nm, 0.0001% Triton; P00811; AID 485341; Potency, µM (highest dose often 57.1 µM), without a hit: at the top dose activity change, negative = inhibition, hits mostly inhibitors; 330,000 tested, 0.52% active;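 also: potency is read from the fitted curve at half-maximal effect; plate controls were no compound for no effect and no enzyme for full effect; nearly all actives have a fitted effect of over 20% in size; some results filed as inactive show a strong effect at the top dose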
Target sequence (P00811 whole entry, looked up): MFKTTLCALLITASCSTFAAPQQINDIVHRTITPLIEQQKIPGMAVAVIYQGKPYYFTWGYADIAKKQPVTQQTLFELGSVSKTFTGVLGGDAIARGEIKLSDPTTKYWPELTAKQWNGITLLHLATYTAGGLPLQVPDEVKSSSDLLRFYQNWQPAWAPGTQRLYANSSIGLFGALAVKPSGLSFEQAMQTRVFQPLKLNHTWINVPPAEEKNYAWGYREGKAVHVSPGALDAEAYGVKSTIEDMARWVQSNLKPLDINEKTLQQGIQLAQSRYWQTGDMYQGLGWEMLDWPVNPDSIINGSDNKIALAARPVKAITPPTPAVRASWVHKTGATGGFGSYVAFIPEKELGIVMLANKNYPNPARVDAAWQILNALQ
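20 mM phosphate pH 7.0 + 0.01% (detergent screen) or 0.0001% Triton X-100; 5.3 nM AmpC reagent; cpd preinc 15 min RT; nitrocefin (800 uM stock) to start; A480 q20 s × 4 min; Activity was normalised to no-enzyme and no-compound control wells.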
AmpC inh detg = blocks E. coli AmpC beta-lactamase in detergent assay; P00811; AmpC hydrolysis of nitrocefin, absorbance 480 nm, 0.01% Triton; Potency, µM (series often up to 114 µM), inactives show at the highest dose activity change, negative = inhibition, most hits filed as inhibitors; 370,000 tested, 0.041% active; AID 485294;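 also: potency is read from the fitted curve at half-maximal effect; 0% = no-compound wells and -100% = no-enzyme wells; nearly all actives have a fitted effect of over 25% in size; some results filed as inactive show a strong effect at the top dose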
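AmpC (5.3 nM in the dispensed reagent) in 20 mM phosphate pH 7.0 with 0.01% (detergent screen) or 0.0001% Triton X-100 was preincubated with compounds for 15 min at room temperature. Nitrocefin was then added from an 800 uM solution, and hydrolysis was followed at 480 nm.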
Shiga inhibitor = blocks Shiga toxin action in Vero cells; inhibition, % at 38.7 µM; Vero cells, Shiga toxin protein synthesis inhibition reporter; 290,000 tested, 9.2% active; AID 2315; in the data active = inhibition mostly above about 28%, no sharp cut-off; inactive = mostly below about 43%; also: 0% is about no effect
AMA1 RON2 block = disrupts binding of P. falciparum AMA1 to RON2; AlphaScreen AMA1-biotinylated RON2 peptide binding; Potency, µM (doses to about 58.2 µM), inactives show at the top dose activity change, negative = inhibition, hits mostly inhibitors; 360,000 tested, 0.2% active; AID 720542;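 also: potency is read from the fitted curve at half-maximal effect; 0% = vehicle wells and -100% = peptide control; nearly all actives have a fitted effect of over 45% in size; some results filed as inactive show a strong effect at the top dose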
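AMA1 (3D7) with his tag at 25 nM final met compounds first, then biotinylated RON2 peptide at 25 nM; detection used donor plus acceptor beads, 10 µg/mL apiece, read by AlphaScreen after 30 min at room temperature.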
CHX counter = counter-screen for Shiga toxin inhibitors: cycloheximide protein synthesis inhibition; cell reporter, cycloheximide protein synthesis inhibition counterscreen; AID 2314; 300,000 tested, 12% active; max response, %; in the data active = max response mostly above about 13%, no sharp cut-off; inactive = mostly below about 14%; also: read at 38.3 µM for the half of the compounds with a filed dose; 0% is about no effect
HCMV antiviral = inhibitors of human cytomegalovirus | HFF cells, HCMV-luciferase reporter, 72 h; hits give low values | activity change, negative = inhibition, % at 57.5 µM | 410,000 tested, 4.5% active | AID 1259415; in the data active = activity change below about -60%; inconclusive = no clear call, values can overlap the other calls; inactive = above about -39%; also: % is scaled to controls: 0 for no effect and ±100 for the full control effect
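Inhibition of viral replication was scored as loss of reporter luminescence in HFFs infected with HCMV-luciferase (MOI 1 PFU/cell) for 72 h; compounds tested at 2 doses, normalized to buffer and Salinomycin controls.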
Giardia FBPA inh = inhibitors of Giardia lamblia fructose-1,6-bisphosphate aldolase; Potency, µM (top dose mostly 59.6 µM), inactives show at the top dose activity, negative = inhibition, most hits filed as inhibitors; A8B2U2; AID 2451; 290,000 tested, 0.71% active; purified Giardia FBPA; also: potency is read from the fitted curve at half-maximal effect; % is scaled to controls: 0 for no effect and ±100 for the full control effect; nearly all actives have a fitted effect of over 55% in size
Target sequence (A8B2U2 whole entry, looked up): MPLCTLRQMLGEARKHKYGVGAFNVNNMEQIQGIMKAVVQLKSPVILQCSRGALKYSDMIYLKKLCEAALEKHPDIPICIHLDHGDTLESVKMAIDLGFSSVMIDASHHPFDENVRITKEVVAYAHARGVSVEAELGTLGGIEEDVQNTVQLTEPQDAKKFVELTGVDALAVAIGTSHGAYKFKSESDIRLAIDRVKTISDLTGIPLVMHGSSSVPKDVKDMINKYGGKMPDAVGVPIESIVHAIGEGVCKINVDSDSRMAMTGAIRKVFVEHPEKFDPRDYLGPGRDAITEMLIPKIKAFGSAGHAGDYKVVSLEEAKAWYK
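40 nM FBPA preincubated 10 min at RT with compound (up to 57.5 uM final), then substrate plus GAPDH/TPI/NAD/arsenate coupling and diaphorase/resazurin added. Fluorescence read after 20 min at RT, 525/598 nm.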
Starred values were filed as active, the others as inactive; ? = inconclusive; nt = not tested or not shown; & = joins results of further samples; [ ] = remark or other dose. Unless noted, calls follow the shape of the dose curve; as a rule, active = well fitted curve in the direction sought with a large enough effect; inconclusive = small, poorly fitted or top-dose-only effect, or another doubt; inactive = no such curve, though single readings can be large; an effect the other way counts as inactive or inconclusive.

Structure	AmpC no deterg	AmpC inh detg	Shiga inhibitor	AMA1 RON2 block	CHX counter	HCMV antiviral	Giardia FBPA inh
O=C(NCCc1c[nH]c2ccccc12)c1ccccc1O	nt	nt	29*	nt	38*	nt	-9%
CN(CC1COc2ccccc2O1)c1nc(-c2cccnc2)nc2ccccc12 (stereo unspecified)	31%	?	-12	11%	-6	-17	1%
COc1ccccc1N1CN(Cc2ccccc2)CNC1=S	-8%	-5%	-12	-10%	-1	-25	8%
CCN(CC(=O)Nc1ccccc1C(F)(F)F)CC(=O)NC1CC1	2%	-4%	nt	29%[11.6 µM]	nt	-17	nt
COc1ccc(NC(=O)c2ccc(=O)[nH]c2)cc1S(=O)(=O)N1CCOCC1	-13%	0%	nt	10%	nt	4	nt
O=C(c1cccnc1)N1CCN(S(=O)(=O)c2ccc3ccccc3c2)CC1	28%	?	27	-11%	-2	?	3%
Cc1ccc(N)cc1CN1CCCC1=O	-13%	0%	-11	-4%	0	?	2%
CCOC(=O)CN1C(=O)N(c2ccccc2OC)S(=O)(=O)c2ccccc21	-1%	1%	14	-4%	-2	-19	7%
O=S(=O)(NCc1ccccc1)NCc1ccccc1	-9%	11%	-13	17%	-2	-68*	0%
CSCCC(NC(=O)c1ccc(Cl)cc1Cl)C(=O)NCc1ccccn1 (stereo unspecified)	-2%	4%	-15	50%	-2	-3	nt
S=C(c1ccccc1)N1CCSCC1	-15%	3%	3	-9%	-2	nt	2%
NC(=O)CSc1nnc(-c2ccccn2)n1Cc1ccco1	-19%	-3%	19	11%	1	17	-6%
CC(C)(C)c1ccc(S(=O)(=O)N2CCC(N3CCCCC3)CC2)cc1	-18%	?	-4	-2%	-7	-25	-4%
O=C(Nc1ccccc1Cl)C1C(c2ccccc2)C1(Cl)Cl (stereo unspecified)	-36%	?	9	-2%	7	-21	5%
CCOC(=O)c1c(SCc2ccccc2)n[nH]c1N	-30%	-17%	12	-3%	1	-20	-6%
O=C(OCC(=O)N1CCN(C(=O)c2ccco2)CC1)C1=COCCO1	-1%	-9%	-12	38%[activator]	-4	7	-5%
CC1Sc2ccc(S(=O)(=O)N3CCC(C(N)=O)CC3)cc2NC1=O (stereo unspecified)	-22%	3%	-3	14%	-2	-26	nt
O=C1Nc2ccccc2/C1=N/N=C/c1cccc(O)c1	16%	-8%	48*	3%	49*	2	0%
CC(=O)c1c(C(C)=O)c(C)n(-c2ccc(N)cc2)c1C	-19%	-2%	-13	-2%	-7	?	5%
CCO[C@@H]1OC(C(=O)N2CCCCCCC2)=C[C@H](c2ccc(C(F)(F)F)cc2)[C@H]1CCCO	197%[activator]	-6%	-5	30%[activator]	-2	-3	6%
CCOC(=O)C1CCCN(CC(=O)Nc2cccc(C(C)=O)c2)C1 (stereo unspecified)	-9%	2%	-1	-17%	-2	?	?
CC(=O)NC(Cc1ccccc1)C(C)=O (stereo unspecified)	-15%	-8%	5	16%	2	9	7%
CCOC(=O)N1CCN(C(=O)CNC(=O)c2ccc(Br)cc2)CC1	0%	3%	-23	-2%	9	2	nt
c1ccc(CCc2cn(C[C@H]3CC[C@@H]([C@@H]4CC[C@H](Cn5cc(CCc6ccccc6)nn5)O4)O3)nn2)cc1	127%[activator]	-15%	12	13%	2	-4	-3%
c1ccc(C2[C@H]3CN(CC4CCCCC4)[C@H](c4ccccc4)C34CC2(c2cccnc2)C4)cc1 (stereo partly specified)	7%	-4%	-4	-1%	-2	-22	1%&2%
Clc1ccc(NC2=NCCC2)cc1Cl	-13%	-9%	-4	2%	-1	-37	-2%
O=C(CNC(=O)c1ccccc1)NCC(=O)OCC(=O)c1ccccc1	-16%	-1%	-6	2%	-6	11	9%
CC(=O)N1CCCc2cc(S(=O)(=O)N3CCC(C)CC3)ccc21	-5%	-11%	-3	13%	-4	20	11%
CCOc1ccc(-n2c(COc3ccccc3)nnc2SCC(N)=O)cc1	56%	-10%	-17	-2%	1	28	11%
CCC(C)(C)NC(=O)C1CCN(S(=O)(=O)c2cccs2)CC1	1%	4%	17	4%	3	-12	14%

(list continues)
SMILES,AmpC no deterg,AmpC inh detg,Shiga inhibitor,AMA1 RON2 block,CHX counter,HCMV antiviral,Giardia FBPA inh
Cc1ccc(SCCC(=O)NNC(=O)c2ccccc2F)cc1,-10%,nt,nt,77%[activator],nt,79,nt
CCOc1ccc(S(=O)(=O)n2cc(F)c(=O)[nH]c2=O)cc1[N+](=O)[O-],-28%,-6%,3,-2%,-8,43,-25%
CCCCN(C(=O)/C=C/c1ccc(OC)cc1)C1CCS(=O)(=O)C1 (stereo unspecified),34%,-9%,nt,0%,nt,-18,nt
Cc1ccc(SCc2cc(=O)[nH]c(/N=C(\N)Nc3ccc(C)c(C)c3)n2)cc1,-27%,-3%,-13,14%,-3,-24,0%
COC(=O)N1CC=CC1(C)C(=O)NCc1cc(F)cc(C(F)(F)F)c1 (stereo unspecified),-5%,?,-5,1%,-2,-28,2%&4%
O=C(CNC(=O)c1ccco1)Nc1cccc(Cl)c1,-14%,5%,23,-8%,8,60,12%
CCc1ccc(OCC(=O)NC(=S)Nc2ccc(C(C)=O)cc2)c(Br)c1,-19%,-1%,-5,-1%,-2,-31,-7%
O=C(c1cccc(Cl)c1)N(Cc1cccs1)C1CCS(=O)(=O)C1 (stereo unspecified),-10%,-7%,-4,0%,-3,5,8%
CC(=O)Nc1ccc(NC(=O)c2ccccc2Sc2ccc([N+](=O)[O-])cc2Cl)cc1,-27%,?,-16,2%,-4,-23,-2%
Cc1cc2nc(SC(C)C(=O)O)[nH]c2cc1C (stereo unspecified),-13%,1%,-5,9%,-2,-27,7%
O=C(CN1C(=O)C2CC=CCC2C1=O)NC1CCCc2ccccc21 (stereo unspecified),-7%,-10%,-10,12%,-2,28,3%
O=C(CCC1CCCCC1)Nc1nncs1,-23%,-1%,-14,4%,2,34,0%
Cc1ccc(C)c(NC(=O)CSc2nnc(CNC(=O)c3ccco3)n2C)c1,-6%,4%,-2,-6%,16,-13,12%
C#CCOCCOCCOCCNc1nc(N2CCN(C(=O)Cn3cc(CCO)nn3)CC2)nc(N2CCN(C(=O)[C@H](C(C)C)n3cc(CCO)nn3)CC2)n1,150%[activator],?,9,9%,3,10,-14%
CCCn1c(SC(C)C(=O)NCC2CCCO2)nc2sc(CC)cc2c1=O (stereo unspecified),59%,3%,4,-1%,-3,nt,nt
N#CCC(=O)N1CCn2c1nc1ccccc12,-7%,0%,-4,-3%,1,41,-1%

Looked up above:
Under AMA1 RON2 block, `Cc1ccc(C)c(NC(=O)CSc2nnc(CNC(=O)c3ccco3)n2C)c1` is listed with -6%
Under HCMV antiviral, `Cc1cc2nc(SC(C)C(=O)O)[nH]c2cc1C` (stereo unspecified) is listed with -27
Under AmpC no deterg, `O=C(CCC1CCCCC1)Nc1nncs1` is listed with -23%
Under AmpC no deterg, `N#CCC(=O)N1CCn2c1nc1ccccc12` is listed with -7%
Under CHX counter, `C#CCOCCOCCOCCNc1nc(N2CCN(C(=O)Cn3cc(CCO)nn3)CC2)nc(N2CCN(C(=O)[C@H](C(C)C)n3cc(CCO)nn3)CC2)n1` is listed with 3
Under CHX counter, `CC(=O)Nc1ccc(NC(=O)c2ccccc2Sc2ccc([N+](=O)[O-])cc2Cl)cc1` is listed with -4

(continued)
SMILES,AmpC no deterg,AmpC inh detg,Shiga inhibitor,AMA1 RON2 block,CHX counter,HCMV antiviral,Giardia FBPA inh
NS(=O)(=O)c1ccc(NC(=O)CN2C(=O)CCC2=O)cc1,-5%,-13%,-5,1%,-2,-25,6%
CN1c2ccsc2/C(=N/Nc2ccc(F)cc2)CS1(=O)=O,-29%,-8%,54,-21%,27*,62,-12%
OCCC1CN(Cc2ccc(F)cc2)CCN1CCc1ccccc1 (stereo unspecified),34%,1%,19,16%,-2,40,-1%
CCOc1c(Br)cc(CNCc2cccs2)cc1OC,-6%,7%,-7,3%,-5,0,-3%
CCc1ccc(NC(=S)Nn2cnnc2)cc1,-30%,5%,-15,18%,11,39,-25%
O=C1C2C3CCC(C3)C2C(=O)N1CNc1ccccc1 (stereo unspecified),2%,?,-10,9%,-2,-13,3%
COc1cc2[nH]c(=S)n(NC(=O)CC(C)C)c(=O)c2cc1OC,-22%,-14%,-4,70%[activator],-3,30,?
COc1cccc(CNC(=O)COC(=O)C23CC4CC(CC(Cl)(C4)C2)C3)c1,27%,nt,nt,3%,nt,21,nt
CCN(CC)CCNC(=O)Cn1cnc2sc(C)c(S(=O)(=O)N3CCN(c4ccccc4OC)CC3)c2c1=O,-1%,-8%&2%,-6,-3%,2,-25&2,-2%
Cn1cc([N+](=O)[O-])c(C(=O)Nc2ccc(-c3nc4ccccc4o3)cc2)n1,2%,-14%,69*,0%,39*,-9,0%
CC(C)(C)CN1C(=O)C(=O)NC[C@H]1Cc1cccc2ccccc12,0%,-5%,-2,0%,-1,-10,-4%

Taken from the entries so far (2 entries):
SMILES,AmpC no deterg,AmpC inh detg,Shiga inhibitor,AMA1 RON2 block,CHX counter,HCMV antiviral,Giardia FBPA inh
COc1cc2[nH]c(=S)n(NC(=O)CC(C)C)c(=O)c2cc1OC,-22%,-14%,-4,70%[activator],-3,30,?
COc1cccc(CNC(=O)COC(=O)C23CC4CC(CC(Cl)(C4)C2)C3)c1,27%,nt,nt,3%,nt,21,nt

Screening data from PubChem BioAssay.
